High-throughput results: PubChem, several laboratories
H9c2 protect = protects H9c2 cardiomyocytes from peroxide injury. H2O2 injury protection, ATPLite, 2 h. protection from H2O2 cell death, % at 20 µM. 360,000 tested, 0.63% active. AID 588492;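 active = compounds giving at least 50% protection of heart cells from peroxide-induced death in the single-dose screen, raw or plate-pattern-corrected value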;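 also: 0% = DMSO wells with peroxide and 100% = DMSO wells without peroxide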
HTR2A ag = mouse HTR2A agonism via beta-arrestin recruitment; CHO-K1 mHTR2A beta-arrestin complementation, luminescence; percent of 30 µM serotonin response; P35363; activation, % at 7.6 µM; 360,000 tested, 0.66% active;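 active = activation above a run cutoff, the mean activation of all tested compounds plus 3 SD, cut at about 14% in these data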;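 also: 0% = plate median of compound wells and 100% = 30 µM serotonin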
Target sequence (P35363 whole entry, looked up): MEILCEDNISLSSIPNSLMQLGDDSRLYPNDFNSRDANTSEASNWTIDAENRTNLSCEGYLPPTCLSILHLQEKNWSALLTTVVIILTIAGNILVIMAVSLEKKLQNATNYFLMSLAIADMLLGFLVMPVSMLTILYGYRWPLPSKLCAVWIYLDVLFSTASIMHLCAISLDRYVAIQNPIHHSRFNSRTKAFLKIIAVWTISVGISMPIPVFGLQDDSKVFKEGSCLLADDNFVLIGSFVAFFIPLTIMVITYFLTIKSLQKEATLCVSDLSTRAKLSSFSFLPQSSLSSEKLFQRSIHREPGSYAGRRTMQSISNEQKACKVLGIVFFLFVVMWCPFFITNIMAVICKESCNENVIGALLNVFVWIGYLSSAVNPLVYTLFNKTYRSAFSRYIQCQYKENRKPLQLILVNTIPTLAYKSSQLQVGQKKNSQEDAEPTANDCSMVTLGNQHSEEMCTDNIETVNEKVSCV
aDG glyco act = alpha-DG glycosylation activation; Pro5-aDG cells, alpha-DG glycosylation AlphaScreen (IIH6); 0% Pro5, 100% B10-LARGE cell signal; activation, % at 10 µM; 360,000 tested, 0.22% active;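 active = activation of at least 8% versus controls, or a plate z-score of at least 8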;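 also: Pro5 are CHO cells carrying HIG-tagged alpha-DG that lacks glycosylation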
CaV13 ICDI inh = Disruptors of the CACNA1D IQ motif to Ca2+-dependent inactivation inhibitor domain association, primary screening, Förster resonance energy transfer in intact living …; HEK cells, CFP/YFP FRET ICDI-IQ, plate reader, 10 min; percent FRET-ratio fall versus neutral wells; inhibition, % at 12.3 µM; 340,000 tested, 0.098% active; AID 743397;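 active = mean replicate inhibition of at least 30% and at least 1% of replicates passing that level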;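 also: 0% = median of the neutral control wells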
ABCB6 inh MLPCN = blocks the human ABCB6 transporter; fluorescence ratio to DMSO, % at 10 µM; Q9NP58; K562-ABCB6 porphyrin accumulation, flow cytometry, 1 h; stronger effect = lower value; 360,000 tested, 0.19% active; AID 602162;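 active = fluorescence ratio to DMSO below 75%, the collection mean minus 3 SD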;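 also: signal is porphyrin accumulated inside mitochondria; 100% equals median channel fluorescence of DMSO control wells; lower ratio means ABCB6 inhibition with less porphyrin fluorescence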
PDI turbidity = blocks human protein disulfide isomerase activity; P07237; PDI insulin aggregation turbidity, A650, 90 min; inhibition, % at 10 µM; 350,000 tested, 0.052% active;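 active = mean inhibition across replicates of 30% or more, whatever share of single replicates reach that level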;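 also: absorbance from insulin aggregation driven by PDI reduction with DTT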
Target sequence (P07237 whole entry, looked up): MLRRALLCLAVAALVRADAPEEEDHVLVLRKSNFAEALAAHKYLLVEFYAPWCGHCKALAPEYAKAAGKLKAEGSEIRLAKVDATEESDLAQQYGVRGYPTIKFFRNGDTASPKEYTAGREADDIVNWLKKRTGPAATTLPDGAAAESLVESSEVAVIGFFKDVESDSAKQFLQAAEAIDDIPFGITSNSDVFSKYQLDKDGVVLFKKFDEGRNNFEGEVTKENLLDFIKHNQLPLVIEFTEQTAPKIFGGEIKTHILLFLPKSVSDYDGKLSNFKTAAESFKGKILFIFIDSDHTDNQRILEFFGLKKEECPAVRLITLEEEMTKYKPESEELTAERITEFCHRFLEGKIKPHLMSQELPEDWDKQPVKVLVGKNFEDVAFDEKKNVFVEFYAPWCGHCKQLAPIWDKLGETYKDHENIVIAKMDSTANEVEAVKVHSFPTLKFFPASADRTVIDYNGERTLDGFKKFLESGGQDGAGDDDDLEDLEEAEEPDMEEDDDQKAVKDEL
hiPSC survival = hiPSC single-cell survival enhancement; ATPlite luminescence; 100% = ROCK inhibitor wells, 0% = DMSO; survival enhancement, % at 20 µM; 360,000 tested, 0.044% active; in the data active = survival enhancement above about 18%;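 also: cells exposed to compounds for 16 hours before the ATP read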
Vif imaging = HIV Vif inhibition; HEK293T cells, Vif self-association by quenched fluorescence, imaging, 24 h; inhibition, % at 7.49 µM; 340,000 tested, 0.35% active; in the data active = inhibition above about 50%, passing the limit was not always enough; also: some results filed as inactive read as strong as hits
Glyco luc inh = N-linked glycosylation inhibition; AID 588692; 360,000 tested, 0.23% active; reporter increase, % at 12.5 µM; D54 ERlucT glycosylation luciferase reporter, 24 h; percent of 100 nM tunicamycin response;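 active = mean luciferase reporter signal, scaled so untreated is 0 and the glycosylation-blocking control 100, at or above a set limit in every replicate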;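 also: luciferase carries N-glycosylation sites so blocking glycosylation raises the light; 0% = median of neutral control wells and 100% = median of 100 nM tunicamycin wells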
Granule exo inh = blocks lytic granule exocytosis. TALL-104 LAMP-1 surface exposure, flow cytometry; cells stimulated with thapsigargin and PMA. inhibition, % at 10 µM. 360,000 tested, 0.66% active. AID 651702;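 active = inhibition above about 55%, limit read from the data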
An asterisk follows results filed as active; . = no result given. Rows were taken by chance; 3.1% or so of the library scored in one or more.

SMILES	H9c2 protect	HTR2A ag	aDG glyco act	CaV13 ICDI inh	ABCB6 inh MLPCN	PDI turbidity	hiPSC survival	Vif imaging	Glyco luc inh	Granule exo inh
Cc1nn(-c2ccccc2)nc1C(=O)NN	-5	-4	0.0	-4	98	10	-0.3	-4	-1	3
Cn1c(=O)c2cc(NC(=O)Nc3cccnc3)ccc2n1Cc1ccc(Cl)cc1	3	-12	-0.1	-11	86	5	-0.4	3	2	-7
CCOc1ccccc1NC(=O)NC1CC2CCCC(C1)N2Cc1nnnn1CCc1ccccc1 (stereo unspecified)	8	-9	-0.2	-4	97	1	3.7	-1	-3	1
COc1ccc(C2Nc3ccccc3C(=O)N2NS(=O)(=O)c2ccccc2)c(OC)c1 (stereo unspecified)	3	5	-0.2	-4	102	-8	-0.2	-2	-1	10
COc1cc2c(cc1OC)C(C)N(C(=O)c1ccc(C)o1)CC2 (stereo unspecified)	1	-2	0.0	-4	97	0	0.6	20	6	-9
COc1cccc(C(=O)/C=C/Nc2ccc(S(=O)(=O)Nc3cc(OC)nc(OC)n3)cc2)c1	9	2	0.0	-11	96	-9	0.1	24	4	5
CN1C(=O)OC(C)(CCc2ccccc2)C1(C)O (stereo unspecified)	6	-5	0.1	-4	88	8	-1.5	10	0	4
CCC(=O)OC1(C)C(=O)C=C2C=C(C3CC3)OC=C2C1=O (stereo unspecified)	14	10	0.0	-6	104	1	0.6	.	0	0
Cc1cc(C)n(-c2nc3c(c(=O)[nH]c(=O)n3C)n2C)n1	4	7	0.0	.	97	-4	-3.3	5	4	-2
COc1ccc(C2/C=C\CN(C(=O)C3CC3)[C@H](Cc3ccccc3)C(=O)N2Cc2ccc(F)cc2)cc1 (stereo partly specified)	9	1	0.2	.	99	-3	1.8	-2	-4	2
Cc1cc(N2CCOCC2)n2ncc(-c3ccccc3)c2n1	-16	4	0.1	-3	103	4	-2.7	.	-20	0
COC(=O)c1ccc(N=Cc2c(-c3ccccc3)[nH][nH]c2=O)cc1	3	2	0.0	-18	99	-1	-0.7	3	1	-2
CC(C)=CC(=O)Nc1ccc(S(=O)(=O)Nc2ccccn2)cc1	-3	-6	0.5	-4	88	3	0.3	-4	2	-2
CCC(C)Nc1nc2c(c(=O)[nH]c(=O)n2C)n1CCCc1ccccc1 (stereo unspecified)	3	3	0.0	-2	96	-7	-0.5	14	1	-5
CCC(=O)OCCNc1cc(Sc2nc3ccccc3s2)c2nonc2c1[N+](=O)[O-]	-22	-2	-0.5	-13	98	-2	-0.5	-7	8	103*
O=C(CNC1CCCCCC1)c1cccs1	22	3	0.9	-2	97	-3	-0.8	-6	-1	0
COC(CNC(=O)c1c[nH]c2ccc(S(=O)(=O)N(C)c3ccc(F)cc3)cc2c1=O)OC	10	-4	-0.1	-21	98	0	0.4	5	-2	5
CCCCCOc1ccc(/C=C/c2c([N+](=O)[O-])c(=O)n(C)c(=O)n2C)cc1	-4	10	-0.1	-16	96	-2	0.3	5	0	-10
Cc1ccc(N2CC(C(=O)Nc3ccc(C)c(S(=O)(=O)N(C)C)c3)CC2=O)cc1 (stereo unspecified)	0	-7	-0.5	6	85	-5	0.0	0	4	0
CCN1CCN(C(=S)c2ccc(OC)cc2)CC1	4	-6	-0.2	-5	96	1	2.6	2	1	1

An excerpt from above in order of molecular weight, smallest number first:
SMILES	H9c2 protect	HTR2A ag	aDG glyco act	CaV13 ICDI inh	ABCB6 inh MLPCN	PDI turbidity	hiPSC survival	Vif imaging	Glyco luc inh	Granule exo inh
O=C(CNC1CCCCCC1)c1cccs1	22	3	0.9	-2	97	-3	-0.8	-6	-1	0
COC(=O)c1ccc(N=Cc2c(-c3ccccc3)[nH][nH]c2=O)cc1	3	2	0.0	-18	99	-1	-0.7	3	1	-2
CCC(C)Nc1nc2c(c(=O)[nH]c(=O)n2C)n1CCCc1ccccc1 (stereo unspecified)	3	3	0.0	-2	96	-7	-0.5	14	1	-5
CCCCCOc1ccc(/C=C/c2c([N+](=O)[O-])c(=O)n(C)c(=O)n2C)cc1	-4	10	-0.1	-16	96	-2	0.3	5	0	-10
COC(CNC(=O)c1c[nH]c2ccc(S(=O)(=O)N(C)c3ccc(F)cc3)cc2c1=O)OC	10	-4	-0.1	-21	98	0	0.4	5	-2	5

(cont.)
SMILES	H9c2 protect	HTR2A ag	aDG glyco act	CaV13 ICDI inh	ABCB6 inh MLPCN	PDI turbidity	hiPSC survival	Vif imaging	Glyco luc inh	Granule exo inh
c1coc(C2Nc3ccccc3C3OCCC23)c1 (stereo unspecified)	-1	7	0.0	11	95	-15	-1.4	4	2	0
CC1=C(C(=O)OCc2ccccc2)C(c2ccco2)C2=C(CC(C)(C)CC2=O)N1 (stereo unspecified)	-5	-6	0.7	-3	97	-2	-2.3	3	-9	-2
Cc1ccc(Nc2nnc(SCC(=O)NC(Cc3c[nH]c4ccccc34)C(=O)O)s2)cc1 (stereo unspecified)	1	0	1.0	-11	132	1	1.0	1	-1	-1
CCS(=O)(=O)N1CCC(C(=O)Oc2ccc(C)c(C)c2)CC1	-5	-6	-0.1	-4	94	4	-0.4	-3	3	4
CC(=O)c1cc2c(cc1NC(=O)CSc1ncccn1)OCO2	2	-2	-0.2	-11	98	-5	-0.7	.	9	8
C/C(=N\Nc1ccc([N+](=O)[O-])cc1)c1ccc(O)cc1	-11	-8	0.6	16	107	-4	0.2	4	-1	0
NC(=O)N/N=C/c1ccccc1OC(=O)c1ccccc1Br	-7	-7	0.4	-2	99	-8	-1.2	4	-1	13
CSc1cccc(NC(=O)Nc2ccccc2)c1	2	-4	0.7	.	101	3	1.8	.	-1	-6
Cc1c(NC(=O)c2cc(-c3ccc(F)cc3)nc3ccccc23)c(=O)n(-c2ccccc2)n1C	28	-3	-0.5	-6	88	-6	-1.2	18	0	-4
COc1ccc(OCCSc2ncnc3nc[nH]c23)cc1	-18	2	0.2	-5	107	-13	-0.1	.	-4	-11

Whole records, looked up by structure. Screens in order: H9c2 protect	HTR2A ag	aDG glyco act	CaV13 ICDI inh	ABCB6 inh MLPCN	PDI turbidity	hiPSC survival	Vif imaging	Glyco luc inh	Granule exo inh
`Cc1ccc(N2CC(C(=O)Nc3ccc(C)c(S(=O)(=O)N(C)C)c3)CC2=O)cc1` (stereo unspecified) in the list: 0	-7	-0.5	6	85	-5	0.0	0	4	0
`Cc1cc(N2CCOCC2)n2ncc(-c3ccccc3)c2n1` in the list: -16	4	0.1	-3	103	4	-2.7	.	-20	0

Going on with the list.
SMILES	H9c2 protect	HTR2A ag	aDG glyco act	CaV13 ICDI inh	ABCB6 inh MLPCN	PDI turbidity	hiPSC survival	Vif imaging	Glyco luc inh	Granule exo inh
CCOc1ccc(NC(=S)NC(C)C(c2ccccc2)N2CCN(C)CC2)cc1 (stereo unspecified)	8	-9	0.0	-7	101	4	-1.0	6	-2	-3
COc1ccccc1N(CC(=O)NC1CCCCC1)C(=O)CCC(=O)Nc1ccccn1	8	2	0.1	0	87	8	-3.8	-6	-1	-3
O=C1NCC(COc2cccc3ccccc23)O1 (stereo unspecified)	8	-3	-0.3	-6	101	-1	-0.2	-6	-1	-2
CC(C)CN(C(=O)CCC(=O)OCC(=O)N(C)c1ccccc1)c1c(N)n(CC(C)C)c(=O)[nH]c1=O	-1	1	0.1	-2	100	6	1.5	-14	0	2
COC(=O)c1sccc1Oc1ccc(Cl)cc1N1C(=O)CCC1=O	-1	1	0.0	-16	100	1	0.1	-1	0	-5
C=CCn1c(C)nnc1SCC(=O)Nc1ccc2c(c1)OCCO2	-1	5	0.0	-7	97	-17	0.5	12	2	-10
Cc1ccc(S(=O)(=O)N2[C@@H](c3ccccc3F)C(C(=O)O)=CC[C@H]2c2ccc(Cl)c(Cl)c2)cc1	-10	0	-0.3	-8	100	6	-2.6	7	3	9
CCc1ccc(NC(=O)C(C)OC(=O)CC(NC(C)=O)c2ccccc2)cc1 (stereo unspecified)	0	-7	0.1	-3	97	2	-0.6	6	1	-7
CN(NS(=O)(=O)c1ccc(Cl)cc1)c1cnn(C)c(=O)c1Cl	-1	4	-0.1	-20	99	7	-0.4	10	-1	0
COc1ccc(CN(C)C(=O)C(Cc2ccccc2)NC(=O)c2ccccc2)c(OC)c1 (stereo unspecified)	23	-5	-0.1	-6	103	0	-0.5	-13	-2	9
Cn1c(CN2CCCC2)nc2cc(NS(=O)(=O)c3ccccc3)ccc21	4	1	-0.2	.	99	-13	-2.1	-12	0	-2
COc1ccc(CCNC(=O)CN2C(=O)COc3ccc(S(=O)(=O)N4CCOCC4)cc32)c(OC)c1	3	9	0.0	-5	100	-6	-0.3	-2	1	0
COc1ccc(OC)c(C(=O)CSc2nnc(C3CC3)n2C2CC2)c1	-1	-6	-0.3	-4	96	10	-1.8	10	-1	2
COC(=O)C(Cc1ccc(O)cc1)NC(=O)C(CC(=O)OC(C)(C)C)NC(=O)OC(C)(C)C (stereo unspecified)	-4	-3	-0.5	-3	101	2	-1.3	1	-2	-2
COc1ccc(N2CCN(S(=O)(=O)CCNC(=O)C3CCCCC3)CC2)cc1	-12	0	0.0	-5	94	10	0.3	2	0	0
CCOc1ccc(-n2c(C)c(C(C)=O)c(C(C)=O)c2C)cc1	7	2	1.0	.	105	-1	-0.5	-1	-4	-1
c1ccc(-n2c(-c3ccncc3)nnc2-c2cccs2)cc1	4	4	0.0	-4	92	1	-1.3	-7	2	3
CNc1nc(NCC2CCCCC2)c2sccc2n1	-24	-8	1.2	-7	91	-5	-1.2	.	-2	5
O=C(CSc1nnc(CNC(=O)c2c(F)cccc2Cl)o1)NC1CCCCC1	2	8	0.0	-2	96	-6	0.0	-6	0	-13
CN(C)c1nc(C=C(C#N)C#N)c(Cl)n1-c1ccc(F)cc1	-11	0	-0.7	-31	113	-5	-3.7	105*	10	12
Cc1cccc(COC[C@H](Cc2ccccc2)N2CCN(C(=O)c3cccc(C)c3)CCC2=O)c1	.	9	0.0	-8	101	.	-0.9	.	.	11
CCCC(=O)N1CCN(c2nc3ccc(Br)cc3s2)CC1	-12	-2	0.2	-3	95	1	-0.4	-6	1	5
O=C(N/N=C/c1coc2ccccc2c1=O)c1ccccc1	-1	1	-0.1	1	98	0	-0.3	-3	-2	-1
COc1cc(/C=C/C(=O)OCC(=O)NCc2ccco2)ccc1OC(F)F	9	5	0.1	-2	100	-3	0.0	6	4	0
C[C@H]1CN(S(=O)C(C)(C)C)[C@H](CCO)/C1=C\CCO (stereo partly specified)	-4	2	2.0	-9	103	1	-1.6	.	0	-5
Cc1ccc(-c2c(C#N)c(N)n(-c3ccc(C)cc3)c(=O)c2C#N)cc1	-7	-3	-0.2	.	99	2	0.4	5	-3	-2
COc1ccccc1N1CCN(C(=O)CN(C)S(=O)(=O)c2ccc3c(c2)c(=O)n(C)c(=O)n3C)CC1	13	-2	0.0	-5	99	0	1.6	0	1	0
